hERG WT inh – qHTS for Inhibitors of KCHN2 3.1: Wildtype qHTS | U2OS, BacMam KCNH2, thallium flux FluxOr; active compounds read low | activity change, % at 1.84 µM | hit rate 0.37% among 340,000 | Voltage-gated inwardly rectifying potassium channel KCNH2 (Homo sapiens), Q12809 | AID 720551, 2013;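 active = maximum activity change below -70%; inconclusive = maximum activity change between -70% and -50%; inactive = maximum activity change above -50%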
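U2OS cells were transduced with wild-type KCNH2 virus (2.03 x 10^8 / mL) for 4 h at room temperature, then cultured overnight at 37 C. Thallium flux was read with FluxOr dye. Rate constants were normalized to DMSO controls.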
FBPA coupling cs – qHTS Assay for Inhibitors of Fructose-1,6-bisphosphate Aldolase from Giardia Lamblia: Coupling assay counterscreen; coupling enzyme system counterscreen, AmpLite Red fluorescence; activity change, negative = inhibition, % at 58.2 µM, hits read low; hit rate 0.67% among 290,000; AID 2472, 2010; in the data active = activity change below about -30%
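Counterscreen of the coupled detection system alone, without aldolase: glyceraldehyde-3-phosphate coupling enzymes plus AmpLite Red readout. Compounds at 57.5 uM final, 10 min RT preincubation, 20 min RT reaction, fluorescence 525/598 nm.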
Eya2 phos inh – qHTS Assay for Inhibitors of the Phosphatase Activity of Eya2; recombinant Eya2, OMFP fluorescence dephosphorylation (OMFP is methylfluorescein phosphate); hit rate 0.006% among 330,000; Potency, µM (doses to about 76.9 µM), for inactives: top-dose activity, negative = inhibition, actives largely listed as inhibitors; note: potency is the fitted concentration of half-maximal effect
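Eya2 protein (added as 0.2 uM solution) was preincubated with compound for 10 min at ambient temperature in 50 mM HEPES pH 7.5, 50 mM NaCl, 5 uM MgCl2, 0.05% BSA, 1 mM DTT. OMFP (added at 50 uM) then reacted 10 min; fluorescence read at 485/525 nm.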
B2AR arrestin – qHTS assay of beta-arrestin-biased ligands of beta2-adrenergic receptor; Beta-2 adrenergic receptor (Homo sapiens), P07550; beta-arrestin recruitment to beta2AR, cell-based reporter; Potency, µM (top dose mostly 46.1 µM), for the others: top-dose activation, actives largely listed as activators; hit rate 0.02% among 330,000;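 note: potency is the fitted concentration of half-maximal effect; 0% = DMSO controls and full agonism = EC100 isoproterenol or metaproterenol; nearly all actives have a fitted effect of over 65% in size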
Target sequence (P07550 whole entry, looked up): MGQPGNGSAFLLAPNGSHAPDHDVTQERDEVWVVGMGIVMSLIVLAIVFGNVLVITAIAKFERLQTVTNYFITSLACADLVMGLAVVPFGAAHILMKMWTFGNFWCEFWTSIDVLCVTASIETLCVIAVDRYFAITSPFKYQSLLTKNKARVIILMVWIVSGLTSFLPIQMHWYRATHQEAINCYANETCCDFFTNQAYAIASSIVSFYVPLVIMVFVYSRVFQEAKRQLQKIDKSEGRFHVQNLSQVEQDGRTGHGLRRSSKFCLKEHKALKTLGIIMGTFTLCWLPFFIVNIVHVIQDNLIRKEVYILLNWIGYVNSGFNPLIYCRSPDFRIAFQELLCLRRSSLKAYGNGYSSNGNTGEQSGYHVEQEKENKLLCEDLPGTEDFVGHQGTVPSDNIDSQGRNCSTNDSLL
PKM2 act – qHTS Assay for Activators of Human Muscle isoform 2 Pyruvate Kinase | Potency, µM (titrated, usually from 57.5 µM), for inactives: top-dose activation, usual class: activators | AID 1631, 2009 | Pyruvate kinase PKM (Homo sapiens), P14618 | hit rate 0.34% among 260,000 | purified PKM2, Kinase-Glo ATP luminescence, activation; response scale: 0% is enzyme alone, no compound; note: potency is the fitted concentration of half-maximal effect; nearly all actives have a fitted effect of over 55% in size
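ATP formation by purified human PK-M2, quantified via coupled luciferase luminescence after 1 h at room temperature with 0.1 mM ADP and 0.5 mM PEP final.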
GALK inh – qHTS Assay for Inhibitors of Human Galactokinase (GALK). Potency, µM (top dose mostly 57.5 µM), for inactives: at the top dose activity change, negative = inhibition, actives largely listed as inhibitors. hit rate 0.007% among 270,000. Purified GALK, Kinase-Glo residual ATP luminescence. AID 1868, 2009. P51570; note: potency is the fitted concentration of half-maximal effect
Target sequence (P51570 whole entry, looked up): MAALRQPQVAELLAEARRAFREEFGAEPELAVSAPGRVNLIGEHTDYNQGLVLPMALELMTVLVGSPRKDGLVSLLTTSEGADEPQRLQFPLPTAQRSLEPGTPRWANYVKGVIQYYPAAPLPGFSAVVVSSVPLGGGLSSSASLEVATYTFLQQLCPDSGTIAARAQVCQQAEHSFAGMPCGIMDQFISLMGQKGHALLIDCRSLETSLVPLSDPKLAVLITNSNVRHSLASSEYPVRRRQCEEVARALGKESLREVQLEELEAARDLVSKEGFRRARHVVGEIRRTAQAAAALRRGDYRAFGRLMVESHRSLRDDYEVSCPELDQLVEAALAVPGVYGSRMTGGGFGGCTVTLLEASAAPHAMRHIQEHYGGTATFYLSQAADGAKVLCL
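The enzyme phosphorylates galactose (100 uM) using ATP (35 uM); inhibition is detected as higher residual ATP, quantified by bioluminescence after 1 h reaction at room temperature, pH 8.0.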
USP2a inh – qHTS Assay for Inhibitors of Ubiquitin-specific Protease USP2a Using CHOP2 as the Reporter. Ubiquitin carboxyl-terminal hydrolase 2 (Homo sapiens), O75604. USP2 core, Ub-CHOP2 coupled fluorogenic reporter, 485/531. Potency, µM (titrated, usually from 38.3 µM), for inactives: at the top dose activity change, negative = inhibition, actives largely listed as inhibitors. hit rate 0.01% among 330,000. AID 463254, 2010;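 note: potency is the fitted concentration of half-maximal effect; plate controls were DMSO wells for no effect and full inhibition by NEM control for full effect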
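USP2 core (10nM final) preincubated 30min RT with compound in 20mM Tris-HCl pH 8.0, 2mM CaCl2, 2mM beta-mercaptoethanol, 0.05% CHAPS; 25nM Ub-CHOP2 plus 25nM reporter substrate added, fluorescence (Ex485/Em531) read after 60min.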
KCNH2 3.1 inh – qHTS for Inhibitors of KCHN2 3.1: Mutant qHTS. Potassium voltage-gated channel subfamily H member 2, brain isoform KCNH2 3.1 (human). U2OS KCNH2 3.1, thallium flux FluxOr; active compounds read low. activity change, % (tested at about 1.8 µM). hit rate 0.95% among 340,000. AID 720553, 2013;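 active = maximum activity change below -70%; inconclusive = maximum activity change from -70% to -50%; inactive = maximum activity change above -50%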;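 note: thallium influx rate constant from kinetic fluorescence after stimulation buffer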
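FluxOr-based Tl+ influx in U2OS cells transduced with KCNH2 3.1 virus; rate constants normalized to DMSO controls.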
uPA generation – qHTS for Inhibitors of Cell Surface uPA Generation | cell surface uPA generation assay, qHTS | hit rate 0.31% among 330,000 | Potency, µM (titrated, usually from 38.3 µM), for the others: at the top dose activity change, negative = inhibition, actives largely listed as inhibitors; active = well fitted inhibition curve with a large enough effect; inconclusive = small, poorly fitted or top-dose-only effect; inactive = no such curve, though single readings can be large or run the other way; tested in mouse RAW 264.7 cells; note: potency is the fitted concentration of half-maximal effect; nearly all actives have a fitted effect of over 55% in size
Giardia kill – Small Molecules that selectively kill Giardia lamblia: qHTS | Giardia lamblia trophozoite viability | activity change, % at 7.66 µM, hits read low | hit rate 0.15% among 340,000; in the data active = activity change below about -80%; inconclusive = between about -30% and that limit;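 note: parasites exposed to compound for two days anaerobically before the ATP read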
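Compounds were tested on trophozoites seeded at 100 cells/well and held 48 hrs at 37 deg C anaerobically. An ATP-based luminescent kit measured the remaining live cells.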
Chronic BCR inh – qHTS Assay to Find Inhibitors of Chronic Active B-Cell Receptor Signaling; ABC-DLBCL IkBa-CBG/CBR reporter, luminescence ratio, 4 h; Potency, µM (highest dose often 46.1 µM), for inactives: top-dose ratio change, negative = lower green/red ratio, actives largely listed as inhibitors; hit rate 0.05% among 340,000; AID 493014, 2011; active = well fitted inhibition curve with a large enough effect in the signal ratio, with a control signal flat, not every such curve was filed as active; inconclusive = small, poorly fitted or top-dose-only effect, or effect the other way, or a change in a side signal; the % refers to the signal ratio;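 note: potency is the fitted concentration of half-maximal effect; plate controls were basal doxycycline-induced cells for no effect and cells given 10 µM MG132 for full effect; MG132 reads +100%, hits lower the ratio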
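Concentration-response series (up to 46 uM) were applied to TMD8 dual-reporter cells for 4 h at 37C with doxycycline. Green/red ratio, after filter-overlap correction, defined %Activity; red signal alone was normalised to basal cells and zero luminescence.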
* = called active by the depositor; ? = inconclusive; nt = not tested or not shown; & = joins results of further samples; [ ] = dose if it differs, or a comment. Unless noted, calls come from the whole dose curve; as a rule, active = well fitted curve in the direction sought with a large enough effect; inconclusive = small, poorly fitted or top-dose-only effect, or another doubt; inactive = no such curve, though single readings can be large; an effect the other way counts as inactive or inconclusive. Unless noted, % is set by controls: 0 for no effect and ±100 for the full control effect.

SMILES	hERG WT inh	FBPA coupling cs	Eya2 phos inh	B2AR arrestin	PKM2 act	GALK inh	USP2a inh	KCNH2 3.1 inh	uPA generation	Giardia kill	Chronic BCR inh
Cc1cc(C)nc(N(C#N)CC(=O)N(c2ccccc2)C(C)C)n1	12.5	4.3	-2.6%	-0.3%	0.6%	1.5%	-3.9%	15.5	4.5%	3.3	-9.3%
CC(O)CNCCOc1cccc(Oc2ccccc2)c1 (configuration not stated)	8.9	-0.1	?	-0.9%	3.3%	0.4%	8.0%	-0.5	-3.6%	4.9	0.0%
Cc1cccc(NC(=O)/C(=C\c2ccco2)NC(=O)c2cccs2)c1	0.9	-4.5	6.1%	0.0%	10.3%	nt	2.6%	2.7	-0.2%	-13.0	-8.7%
CCn1c(=O)cc(OCC(=O)NCCC(C)C)c2ccccc21	-5.1	-2.0	9.5%	0.3%	-9.0%	0.3%	4.1%	-2.5	0.6%	-24.1	?
CC1CCCN(CCOCCOc2ccc(Cl)cc2Br)C1 (configuration not stated)	?	1.2	-14.7%	-0.6%	-3.4%	2.6%	-0.7%	8.4	nt	13.3	?
O=C(NCc1ccccn1)c1cc2n(n1)C(C(F)(F)F)CC(c1ccco1)N2 (configuration not stated)	2.1	-8.5	-23.1%	-0.2%	-12.6%	-3.1%	0.7%	0.8	-4.6%	-0.9	-12.9%
Cc1cc(C)n2c(SC/C(O)=C(\C#N)c3nc4ccccc4[nH]3)nnc2n1	1.1	-14.0	8.3%	0.3%	-4.9%	5.9%	-9.1%	2.5	7.9%	39.2[activator]	3.9%
CCCC(=O)Nc1c(-c2cccc(OC)c2)c(=O)c2ccccc2n1C	-4.8	2.7	?	-0.5%	nt	0.9%	2.4%	-1.7	?	-5.9	-0.2%
COCCCn1c(=NC(=O)c2ccccc2)c(C#N)cc2c(=O)n3cccc(C)c3nc21	-3.7	-2.5	-19.9%	-0.8%	6.4%	-3.7%	4.4%	-6.8	0.1%	15.7	4.3%
CC(=O)Nc1ccc(NC(=O)c2c(C)nn(Cc3ccccc3Cl)c2C)cc1	1.8	3.7	14.8%	-0.3%	1.6%	12.4%	-0.3%	-4.0	-1.4%	9.5	1.0%
CC(C)(C)OC(=O)NCCc1nnc(SCC(=O)c2ccc(Cl)cc2)o1	-5.7	3.6	4.2%	-0.6%	?	1.0%	3.4%	-5.8	4.1%	19.3	3.1%
COc1cccc(CNc2ncnc3ccc(-c4c(C)noc4C)cc23)c1	nt	0.9	-24.7%&0.2%	0.5%&0.1%	nt	nt	-0.8%&1.7%	nt	-5.1%	?	?
N#Cc1c(N)sc(=S)c2c1CCCC2	-6.5	-18.1	6.2%	0.4%	3.6%	2.6%	8.7%	-3.1	2.9%	5.3	-0.6%
Nc1ncc(Br)cc1S(=O)(=O)NCCC(=O)NCCc1ccccc1	-5.1	nt	-6.5%	0.4%	nt	-0.1%	2.3%	0.6	8.8%	-4.3	5.3%
Cc1ccccc1NC(=O)N1CCCC(c2nc(-c3ccc(C(C)C)cc3)no2)C1 (configuration not stated)	2.1	-5.8	-14.8%	-0.3%	4.5%	0.1%	3.0%	11.9	nt	-12.9	?
COc1ccc(CCNC(=O)c2cc(-c3cc(C)cc(C)c3O)n[nH]2)cc1OC	9.1	-1.6	7.4%	-0.3%	-2.4%	4.3%	1.0%	0.4	-3.3%	49.7[activator]	?
CN1CCN(c2ccc([N+](=O)[O-])cc2S(=O)(=O)N2CCOCC2)CC1	6.2	-0.2	7.3%	0.1%	-1.8%	4.6%	1.3%	21.3	1.3%	-8.4	-1.1%
CCOC(=O)C1(Cc2ccc(Cl)cc2)CCN(C(=O)c2cc(C)nc(C)n2)CC1	4.8	-0.7	4.0%	-0.5%	-6.1%	7.9%	0.8%	-2.2	-0.3%	3.6	-5.9%
CCN(CC)CCCNC(=S)N(Cc1cccnc1)Cc1cc2cc(C)ccc2[nH]c1=O	1.9	-1.7	2.2%	0.5%	-3.0%	1.6%	1.4%	1.4	-5.4%	-16.8	-0.3%
O=C(Nc1ccc(NC(=S)NC(=O)c2ccco2)cc1)c1ccccc1	-8.2	0.1	0.4%	-0.3%	0.8%	8.2%	4.0%	-16.1	-9.1%	-1.5	-7.7%
Cc1ccc(N2N=C(C(=O)O)CCC2=O)cc1Cl	-8.7	4.4	5.2%	-0.4%	nt	0.6%	2.4%	-1.1	5.4%	-9.1	?
Cc1ccc(C(=O)Nc2cc3ccccc3oc2=O)cc1	3.9	5.2	-3.3%	0.0%	-30.9%	13.5%	0.4%	-4.2	-15.2%	?	?
COC(=O)[C@@]1(Cc2ccccc2)[C@H]2C(=O)N(Cc3ccccc3)C(=O)[C@H]2[C@H]2CN=C(SCc3ccc(Cl)cc3)N21	-0.4	nt	-2.0%	-0.8%	nt	nt	-1.3%	-14.5	-10.1%	0.3	5.6%
Cc1cc(SCC(=O)c2ccccc2)n2nc(C)nc2n1	-9.7	-1.3	-18.3%	-0.5%	0.0%	0.2%	4.1%	5.3	?	0.0	?
COc1ccc(C(=O)NCc2cccnc2)cc1OC	9.6	-5.1	24.4%	-0.6%	-12.8%	1.8%	0.5%	7.6	-22.7%	-14.3	0.4%
O=C(Nc1ccc(OCC(=O)N2CCOCC2)cc1)Nc1cccc2ccccc12	-9.1	0.5	-25.5%	-1.1%	-6.6%	4.4%	0.0%	9.5	-5.1%	-9.1	?
C/C(=N\NC(=O)c1ccc([N+](=O)[O-])cc1Cl)c1ccccc1	5.3	-1.1	-14.7%	0.3%	2.3%	4.0%	-2.3%	4.5	0.5%	-5.6	?
C[N+]1(CC(O)COc2ccccc2)CCN(C(=O)c2ccc([N+](=O)[O-])cc2)CC1 (configuration not stated)	-3.5	2.5	-3.7%	-0.8%	1.3%	-0.2%	3.0%	-11.2	0.5%	21.5	-1.6%
CCOC(=O)N1CCC(NC(=O)C2CCN(S(=O)(=O)c3cnc[nH]3)CC2)CC1	-0.1	3.2	-8.3%	-0.5%	-1.2%	-1.6%	-0.1%	2.0	-3.1%	-3.2	-14.1%
Cc1ccc(C)c(S(=O)(=O)N2CCN(C(=O)[C@H](C)N3C(=O)C4CC=CCC4C3=O)CC2)c1 (some centres not stated)	-0.5	nt	-10.5%	0.1%	nt	nt	-0.5%	-7.0	6.7%	-11.5	-1.1%
COc1ccc(OC)c(N/C=C/C(=O)c2ccccc2)c1	-11.9	-3.3	-4.2%	-0.3%	-37.6%	15.5%	1.5%	0.7	-14.3%	-2.0	?
O=C(Nc1cccc(Cl)c1)Nc1nnc(CC2=CCCCC2)s1	3.8	3.4	-2.6%	-0.5%	-8.4%	1.3%	?	25.2	7.7%	-21.0	6.5%
C=C[C@@H]1c2c(F)cccc2N(S(=O)(=O)c2ccc(C)cc2)[C@H](c2ccc(C(=O)OC)cc2)C1(C#N)C#N	-3.6	nt	-3.6%	0.2%	nt	nt	-0.1%	-6.6	0.7%	7.6	13.2%
COc1ccccc1CNS(=O)(=O)c1cc2c3c(c1)CCC(=O)N3CCC2	0.4	nt	4.9%	0.4%	nt	nt	-1.2%	-19.3	-4.8%	0.7	3.9%
CC(=O)c1ccc(N2CCN(S(=O)(=O)c3cn(C)cn3)CC2)cc1	-3.6	-5.8	3.1%	0.4%	1.8%	8.7%	1.4%	32.1	-3.5%	?	-3.4%
COc1ccccc1-n1cnnc1SCC(=O)Nc1cccc(S(=O)(=O)N2CCCCC2)c1	nt	1.3	3.3%	3.8%	10.4%	nt	1.2%	nt	nt	nt	-0.8%
Cc1cccc(-c2noc(Cc3ccccc3)n2)c1	11.0	1.5	4.7%	-0.5%	-8.1%	-3.7%	-1.4%	-11.3	5.8%	8.7	?
Cc1ccc(Nc2c(-c3ccccn3)nc3cccc(C)n23)cc1	-0.1	-3.1	-10.5%	?	6.8%	-1.0%	2.8%	-24.1	-14.4%	30.4[activator]	?
COc1cc(C(=O)NCC(=O)N/N=C(/C)c2cccs2)cc(OC)c1OC	-7.6	0.2	4.0%	-0.1%	-0.6%	0.5%	0.2%	-9.4	-0.9%	6.6	0.1%

Screening data (PubChem)
